# Assay outcomes from PubChem.
# Ba/F3 V617F tox: lowers viability of Ba/F3 cells expressing EpoR and JAK2V617F; ATP luminescence; inhibition, % at 5.6 µM; 1.1% of 220,000 active; AID 1446;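 active means inhibition above the campaign mean plus 3 SD over all tested compounds, cut at about 24% in these data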;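 further: cytokine-independent growth of Ba/F3 cells driven by EpoR plus mutant JAK2; 0% = DMSO-treated cells and 100% = JAK inhibitor I control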
# PPC-1+TRAIL kill: compounds killing PPC-1 cancer cells with TRAIL present (potentiator screen, no TRAIL-free arm); PPC-1 cells + TRAIL, ATPLite viability luminescence; 0.41% of 220,000 active; AID 1443; cell killing (% activity), % at 4 µM;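 active means cell killing above 50% in the first pass at 4 µM, then a duplicate retest at 5 µM averaging 50% or more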;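 further: plate controls were cells with TRAIL plus DMSO for no effect and medium-only wells lacking cells for full effect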
# RBBP9 inhibitor: blocks human serine hydrolase RBBP9. O75884. inhibition, % at 7.94 µM. 0.2% of 220,000 active. recombinant RBBP9, FP-Rh probe fluorescence polarization;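 active means inhibition above the campaign mean of all tested compounds plus 3 SD, cut at about 14% in these data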;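 further: plate controls were DMSO wells with RBBP9 for no effect and wells lacking RBBP9 protein for full effect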
# Target sequence (O75884 whole entry, looked up): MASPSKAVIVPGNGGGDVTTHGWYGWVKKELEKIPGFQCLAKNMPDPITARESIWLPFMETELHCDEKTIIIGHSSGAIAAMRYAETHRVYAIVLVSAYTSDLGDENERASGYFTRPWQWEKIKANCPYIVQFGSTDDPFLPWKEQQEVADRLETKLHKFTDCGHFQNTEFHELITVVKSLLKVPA
#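 Test system: recombinant human RBBP9. Quantity: 2.5 µM RBBP9 dispensing solution, before mixing. Detection: FP readout at 525/598 nm. Reagent: Serine-hydrolase probe FP-Rh, 375 nM pre-mixing. Measure: % inhibition. Control set: DMSO-treated enzyme wells and wells lacking RBBP9. Buffer or medium: Tris-NaCl-Pluronic buffer, pH 8.0. Times: preincubation 30 min plus labeling 45 min at 25 °C.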
# Wee1 degr inh: blocks degradation of human Wee1 kinase. P30291. HeLa Luc-Wee1K328M stability, luciferase luminescence; 100% = proteasome inhibitor MG132 effect. reporter increase, % at 5 µM. 1.2% of 220,000 active. AID 1321;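 active means activation above the mean of all tested compounds plus 3 SD, set per screening run, cut at about 8.8% in these data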;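 further: cells exposed to compound for 20 h before luminescence read; 0% = DMSO alone and 100% = MG132 at 30 µM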
# Target sequence (P30291 whole entry K328M): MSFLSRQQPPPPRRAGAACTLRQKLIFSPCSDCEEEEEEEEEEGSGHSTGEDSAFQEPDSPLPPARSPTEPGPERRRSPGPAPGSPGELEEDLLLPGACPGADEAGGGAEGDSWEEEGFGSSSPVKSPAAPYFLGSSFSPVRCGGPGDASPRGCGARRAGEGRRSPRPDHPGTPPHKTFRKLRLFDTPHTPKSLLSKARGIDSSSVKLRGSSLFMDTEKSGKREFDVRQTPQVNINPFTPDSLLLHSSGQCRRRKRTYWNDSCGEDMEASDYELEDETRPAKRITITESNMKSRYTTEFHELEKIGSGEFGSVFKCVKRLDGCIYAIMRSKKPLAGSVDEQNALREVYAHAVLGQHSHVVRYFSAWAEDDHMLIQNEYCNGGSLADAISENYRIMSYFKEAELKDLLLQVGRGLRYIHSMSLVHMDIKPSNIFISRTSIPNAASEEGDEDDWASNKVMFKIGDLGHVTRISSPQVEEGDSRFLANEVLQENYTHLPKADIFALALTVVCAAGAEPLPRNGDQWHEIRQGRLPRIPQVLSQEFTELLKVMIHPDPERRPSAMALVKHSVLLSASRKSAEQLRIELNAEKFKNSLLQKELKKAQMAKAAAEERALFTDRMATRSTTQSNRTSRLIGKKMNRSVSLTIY
# TRPML3 agonist: activates the human TRPML3 channel; Q8TDD5; HEK293 TRPML3-YFP, Fluo-8 calcium fluorescence; 100% = the carbachol control signal; activation, % at 3 µM; 0.29% of 220,000 active;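 active means activation above its plate's cutoff, the mean activation of the plate's test wells plus 3 SD, cut at about 12% in these data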;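 further: 0% = DMSO only wells and 100% = carbachol wells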
#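 Material: TRPML3-YFP stable HEK293 cells | Dosing: One concentration, 3 µM nominal, 0.3% DMSO | Timing: 125 s total fluorescence read per well | Technique: Fluo-8 calcium dye fluorescence, ex 470-495, em 515-575 nm | Measure: Percent activation from peak-to-basal fluorescence ratio, scaled between DMSO and carbachol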
# TNF death inh: TNF-alpha cell death inhibition in Jurkat FADD-/- cells. Jurkat FADD-/- TNF necroptosis rescue, ATP luminescence, 24 h; 0 = TNF only, 100 = no-TNF cells. activation (protection from cell death), % at 10 µM. 0.068% of 220,000 active. AID 463075;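 active means activation, meaning protection from cell death, of at least 50% relative to plate controls; inactive means activation below 50%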;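 further: necroptosis triggered by 40 ng/mL TNF-alpha added together with compound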
# BaF3 tox: counter-screen for JAK2V617F inhibitors: parental Ba/F3 viability inhibitors; CellTiter-Glo ATP luminescence; inhibition, % at 5.6 µM; 1.1% of 220,000 active;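 active means inhibition above a per-campaign cutoff, the mean inhibition of all tested compounds plus 3 SD, cut at about 27% in these data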;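 further: 0% = DMSO wells and 100% = JAK Inhibitor I control wells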
# TRPN1 ag: agonists of zebrafish TRPN1 channel. HEK293 zebrafish TRPN1-YFP, Fluo-8 calcium fluorescence; 100% = response to 87 µM carbachol. activation, % at 3 µM. 0.18% of 220,000 active. AID 1424;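 active means activation above its plate's cutoff, the mean activation of test wells on that plate plus 3 SD, cut at about 19% in these data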;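 further: 0% = DMSO alone and 100% = 87 µM carbachol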
#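 Material: zebrafish TRPN1-YFP in HEK293 cells; Doses: single test compound dose, 3 µM nominal, 0.3% DMSO; Timing: dye loading 1 h at 37 °C, then 30 min room temperature; Technique: intracellular calcium fluorescence with Fluo-8; Benchmarks: high carbachol 87 µM, low DMSO alone.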
# CHOP inhibitor: CHOP inhibition in unfolded protein response; CHO-K1 CHOP-promoter luciferase, tunicamycin-induced, 15-18 h; inhibition, % at 10 µM; 3.8% of 220,000 active;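 active means compounds that reduced the stress-induced luciferase reporter signal by more than about 70% of percent inhibition, limit read from the data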;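 further: 0% = tunicamycin plus vehicle and 100% = wells without tunicamycin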
# * marks the source's active call; other numbers are inactive results; x = no result given; [ ] = remark or other dose.
# Every second line gives: Ba/F3 V617F tox	PPC-1+TRAIL kill	RBBP9 inhibitor	Wee1 degr inh	TRPML3 agonist	TNF death inh	BaF3 tox	TRPN1 ag	CHOP inhibitor
CCCc1cn(S(=O)(=O)c2ccc(OC)cc2OC)nc1N
→ -4	1	-3	-1	-0.2	-2.1	1	-1.2	-20
COC(=O)Cc1c(C)nc2nc(NCc3cccc([N+](=O)[O-])c3)[nH]n2c1=O
→ -1	21	-2	-2	0.9	0.1	6	0.4	-2
COC(=O)c1oc2nc(C)cc(C)c2c1N
→ 0	11	-1	2	-0.1	-3.0	3	-0.3	-14
Cn1cc(Br)c(C(=O)Nc2sc3c(c2C(N)=O)CCC3)n1
→ -2	24	4	0	1.6	1.2	6	0.0	-7
C/C(=C\C(=S)Nc1ccccc1)Nc1cccc2ccccc12
→ 4	18	-2	-3	0.5	-20	7	1.2	45
O=C(CSc1ccccc1C(=O)O)NC1CCCCCCC1
→ -4	-5	3	-2	0.3	0.7	0	-0.8	-6
Cc1cc(N(CC(=O)O)S(C)(=O)=O)ccc1Br
→ 2	13	-1	-1	0.1	-1.0	5	0.9	1
O=C(Nc1ccc(F)cc1)c1cnc(-c2ccccc2)nc1-c1ccccc1
→ 1	-16	-8	-1	0.8	-4.3	6	1.2	81*
COc1ccc(Sc2nnc(Cc3ccccc3)c3ccccc23)cc1
→ -2	2	2	-3	0.5	-9.5	3	0.2	35
Cc1ccccc1NC(=S)N1CCN(Cc2ccc3c(c2)OCO3)CC1
→ -3	8	-10	0	-0.2	2.5	1	0.5	-1
C1CN=C(NC23CC4CC(CC(C4)C2)C3)C1
→ -3	-6	-7	-1	0.8	3.0	-1	0.9	15
COC(=O)c1c(NC(=O)CSc2nc3ccccc3c(=O)n2-c2ccccc2)sc(C)c1C
→ -3	-4	4	9	0.3	1.4	7	-1.4	-1
COc1cc2c(cc1OC)C(c1cccs1)N(C(=O)c1cccnc1)CC2 (configuration not stated)
→ 46*	21	-2	7	0.0	-4.2	46*	-0.3	-1
COc1ccc(CNC(=O)COC(=O)c2c[nH]c(=O)[nH]c2=O)cc1OC
→ -4	6	0	-3	-0.4	-1.5	-2	0.1	-29
O=C(CCCCCn1c(SCC(=O)c2ccccc2)nc2ccccc2c1=O)NCc1ccco1
→ -2	4	-4	-1	-0.4	0.7	5	-0.8	0
CN1CCN(Cc2c(O)ccc3c2oc(=O)c2ccccc23)CC1
→ -2	24	-1	-1	0.3	0.7	4	0.6	-21
Cc1cccc2nc(COc3ccc(-c4ccccc4)cc3)cn12
→ 44*	-26	-12	-3	0.4	2.5	38*	0.6	-3
C=CCOc1ccc(Br)cc1/C=C1/SC(=Nc2ccc(C(=O)O)cc2)NC1=O
→ 2	12	-12	1	0.1	0.8	3	1.1	20
O=C(Nc1nnc(-c2ccc(Cl)s2)o1)C1CC1
→ 1	47	0	2	1.1	0.7	-3	-0.3	34
CCc1ccc(CCC(=O)Nc2nnc(CC)s2)o1
→ -2	10	-12	0	-0.5	-0.5	5	0.3	70
CC1CCCCN1C(=O)CSc1nc(-c2ccccc2)cc(=O)[nH]1 (configuration not stated)
→ -1	-4	3	-1	1.0	-0.9	1	2.0	3
COC(=O)Nc1ccc2c(c1)OCO2
→ -3	13	7	0	0.6	-3.5	2	-0.5	7
CCOC(=O)Cc1cc(-c2ccc(O)cc2)nc2ccc3ccccc3c12
→ 5	17	-2	1	-1.0	-6.2	7	-1.6	101*
COc1ccc(OC)c(C(c2nnnn2Cc2ccco2)N2CCN(C)CC2)c1 (configuration not stated)
→ 0	4	6	1	0.8	2.0	3	-0.5	2
CCn1c(CSc2ncccn2)nnc1SCC(=O)N1CCCCC1
→ -2	16	-1	1	0.3	0.9	-7	0.3	42
CC(C)CCOc1ccc(C(=O)O)cc1
→ -4	9	5	4	0.8	1.3	-1	0.7	4
COc1cccc(-c2cc(C(=O)N3N=C(C)CC3(O)C(F)F)c3ccccc3n2)c1 (configuration not stated)
→ 4	x	-3	4	0.1	0.8	4	-0.1	4
CCN1CCN(C(C(=O)NC2CCCCC2)c2ccc(Cl)cc2)CC1 (configuration not stated)
→ 6	5	-8	0	0.6	2.5	8	0.7	9
COC(=O)c1ccccc1S(=O)(=O)N1CCn2cccc2C1C (configuration not stated)
→ 2	23	-6	-1	-0.2	0.8	4	-0.4	13
O=C(CC(=O)Nc1ccccn1)Nc1ccccn1
→ -3	4	-2	-2	1.2	1.3	2	0.3	10
c1ccc(Cn2nnnc2C(c2cccs2)N2CCSCC2)cc1 (configuration not stated)
→ -1	13	-12	0	-0.2	3.3	2	-0.5	53
CNC(=O)NC(=O)C(C)N1CCN(C/C=C/c2ccccc2)CC1 (configuration not stated)
→ 3	0	-6	0	0.5	0.0	7	0.9	0
CCOC(=O)NC(Nc1cc(C)on1)(C(F)(F)F)C(F)(F)F
→ -5	6	-6	4	0.3	1.7	2	0.9	7
Oc1c(C(c2ccccc2)N2CCN(Cc3ccccc3)CC2)sc2ncnn12 (configuration not stated)
→ 3	13	-6	8	1.4	0.0	5	1.6	6
COC(=O)c1ccc(NC(=O)Nc2ccc3c(c2)nc(C)n3C)cc1
→ -1	11	9	0	0.0	2.3	4	1.3	5
O=C(Oc1ccc(-n2cnnn2)cc1)c1ccccc1
→ -2	11	-3	-1	-0.2	-0.3	5	1.1	11
Cc1cc2nc(CSc3ccccc3)cc(=O)n2[nH]1
→ 1	22	7	1	-0.1	0.6	6	-0.5	20
O=C(O)CCC(=O)Nc1ccc2c(c1)oc1ccccc12
→ -1	0	1	2	0.7	-1.8	1	-0.1	40
COc1ccc(/C=C2/SC(=O)N(CCNC(=O)CC(NC(C)=O)c3ccccc3)C2=O)cc1 (configuration not stated)
→ 0	16	1	-1	0.0	-1.6	4	-1.9	6
Cc1cc(C(=O)CN2C(=O)NC3(CCCCC3)C2=O)c(C)n1C
→ -1	-16	-10	0	0.7	0.0	3	1.4	-13
CCOC(=O)N1CCN(C(=O)COc2ccccc2Cl)CC1
→ 4	-5	-2	1	0.6	3.0	14	3.5	25
C=CCC1(CC=C)CCCN1C(=O)CC1C(=O)NCCN1Cc1cccc(OC)c1OC (configuration not stated)
→ 4	12	-13	-3	0.3	0.3	3	1.1	16
Cc1noc(C)c1S(=O)(=O)N1CCCC(C(=O)N2CCc3ccccc3C2)C1 (configuration not stated)
→ -3	34	0	-2	0.9	1.1	2	0.7	30
COC(=O)c1cn(-c2ccccc2)nc1-c1cccnc1
→ 2	-5	-4	-3	-0.2	-0.2	8	0.0	8
Oc1ccc(Nc2nc(Cl)nc(NCc3ccco3)n2)cc1
→ -1	-16	-9	-4	0.1	0.2	1	1.1	34
O=S(=O)(c1ccccc1)c1cnc(-c2ccccc2)nc1N1CCCC1
→ 5	12	7	0	0.8	3.5	9	1.0	11
O=C(Nc1ccccc1NS(=O)(=O)c1ccc(F)cc1)C1CCC1
→ 1	6[5 µM]	3	2	-0.8	0.0	9	0.2	-7
COc1ccc(S(=O)(=O)N2CCOCC2)cc1NC(=O)COC(=O)C1COc2ccccc2O1 (configuration not stated)
→ 2	8	-7	-1	0.3	0.9	8	2.1	2
O=C(Nc1ccccc1C(=O)O)c1cncc(Br)c1
→ -4	13	1	0	0.6	1.4	2	-0.3	-11
CSCC[C@H](NC(=O)OC(C)(C)C)C(=O)N1CCC(C(=O)N[C@H](C(=O)O)C(C)C)CC1
→ 1	-11	0	3	0.6	-1.7	2	1.8	-18
Brc1ccccc1-n1nnc(-c2ccnc3ccccc23)n1
→ 3	1	-10	0	-0.2	0.1	0	0.0	3
O=C(CSCc1cnn(-c2ccccc2)c1-n1cccc1)NCc1cccs1
→ -2	43	-5	0	-1.2	0.2	-1	-2.9	59
COC(=O)Cc1ccc(NC(=S)NCCO)cc1
→ -2	5	-5	-2	0.9	2.4	-4	-0.5	10
O=C(c1cccs1)n1nc(-c2ccco2)nc1SCc1ccccc1
→ 1	21	-3	1	0.6	0.8	8	0.2	21
CC1(C)CC(=O)C/C(=N\NC(=O)Cc2ccccc2)C1
→ -1	-5	-5	0	0.7	2.2	8	1.2	-4
O=C(OCn1nnc2ccccc2c1=O)c1cc(-c2ccccc2Cl)nc2ccccc12
→ 0	-1	-5	5	0.7	2.4	11	3.0	14
CC1CCN(C(=S)NC(=O)C2CCCCC2)CC1
→ 2	-1	1	3	-0.4	-1.6	0	-0.6	10
CCCCS(=O)(=O)/C=C\C1C2C=CC(C2)C1S(=O)(=O)CCCC (configuration not stated)
→ 0	8	1	0	0.4	-3.0	5	0.1	9
Cc1cc(N2CCOCC2)ncc1[N+](=O)[O-]
→ 0	-8	2	-3	0.7	-0.6	0	-0.6	-15
CCOC(=O)c1ccc(CNC(=O)CSc2nc(NC(=O)c3ccccc3)c3c(C)c(C)oc3n2)cc1
→ -3	-1	-2	1	0.8	1.4	4	-1.0	-1

# (list continues)
# Every second line gives: Ba/F3 V617F tox	PPC-1+TRAIL kill	RBBP9 inhibitor	Wee1 degr inh	TRPML3 agonist	TNF death inh	BaF3 tox	TRPN1 ag	CHOP inhibitor
Nc1ccc(Oc2ccc(F)cc2)nc1
→ -1	1	-7	-3	4.3	-2.5	0	5.9	0
CCOC(=O)c1cnc2c(C)c(-c3ccccc3)[nH]n2c1=O
→ -1	6	-2	5	0.5	0.1	3	0.0	14
CCNC(=S)Nc1ccc(Cl)cc1
→ -4	7	1	1	1.4	0.7	3	0.2	0
Cc1ccc2c(c1)C1OCCC1C1N2C(=O)C2C(C(=O)O)C3C=CC21O3 (configuration not stated)
→ -4	22	-1	-1	1.3	-0.7	2	-0.7	-2
CCCCc1c(O)nc(N2CCN(Cc3ccccc3)CC2)[nH]c1=O
→ -3	2	-11	0	-0.3	-0.7	-3	1.1	-14
NC(=O)c1c(NC(=O)CN2CCOCC2)sc2c1CCC2
→ 1	5	-2	-1	0.7	-2.7	4	-0.2	24
CC(=O)c1ccc(N2CCN(C(=O)c3cccc(Oc4ccccc4)c3)CC2)cc1
→ 1	-6	-4	5	1.1	-0.9	1	1.7	31
C=CCOn1c(=O)c(C)[n+]([O-])c2ccccc21
→ 5	31	-6	-2	0.0	0.9	-1	0.4	-27
CCN(CC)c1ccc(/C=N/N(c2ccccc2)c2ccccc2)c(O)c1
→ -2	3	-2	3	0.3	-0.9	6	0.6	14
Cc1[nH]n(-c2ccccc2)c(=O)c1-c1ccccc1
→ -1	-7	8	5	0.4	17	2	1.2	-16
O=c1ccn(CCc2c[nH]c3ccccc23)c2c1CCCC2
→ -4	16	-7	-1	0.3	-0.8	-5	0.5	31
O=C1C(C=NCc2ccccn2)=C(O)c2ccccc21
→ 0	-30	-5	2	0.7	0.6	7	0.6	7

# Hits appear at their usual frequency. Share with any hit: about 6.8%.
